Screening results: PubChem, Sanford-Burnham Center for Chemical Genomics
Hsp70 displacement = small molecules displacing fluorescent ligand from Hsp70 – biochemical, fluorescence polarization, primary screen (AID 583); hit rate 0.06% among 140,000; displacement, % at 20 µM, or IC50 in µM where a hit was titrated; Hsp70 fluorescence polarization probe displacement, mP; higher % means a stronger effect; in the data active means displacement above about 50%;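 further: plate controls were vehicle for no effect and reference ligand for full effect; a part of the inactive calls stands beside numbers as strong as those of hits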
Rat MKP-3 inhibitors = inhibition of rat DUSP6 enzyme activity – biochemical, in vitro, primary screen (AID 425); recombinant MKP-3 phosphatase activity, fluorescence; higher % means a stronger effect; hit rate 0.17% among 110,000; inhibition, % at 20 µM, or IC50 in µM where a hit was titrated; in the data active means inhibition above about 50%;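 further: plate controls were vehicle for no effect and reference inhibitor for full effect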
Starred values were filed as active, the others as inactive; . = no result given; & = joins results of further samples.

Hsp70 displacement	Rat MKP-3 inhibitors	molecule
3.7%	2%	O=C1/C(=C\c2ccc(C(F)(F)F)cc2)SC(=S)N1c1ccccc1
2.3%	2%	O=C(C1CCCN1S(=O)(=O)c1ccc(Cl)c(Cl)c1)N1CCOCC1 (stereo not drawn)
1.8%	-4%	COCCn1c(SCc2ccc(C(=O)OC)o2)nnc1-c1c[nH]c2ccccc12
2.8%	.	CCC(C)Sc1nc2c(c(=O)[nH]c(=O)n2C)n1CC(O)COc1ccccc1C (stereo not drawn)
5.4%	9%	Cc1ccc2c(c1)-c1c(ssc1=S)C(C)(C)N2C(=O)Cc1ccccc1
-1.9%	10%	CC1(C)Cc2[nH]c(=O)c(C#N)cc2CO1
1.2%	-3%	Cc1cc(C)n2nc3nc(N4CCCCC4)nc(-c4ccco4)c3c2n1
3.3%	7%	O=S(=O)(c1ccc(Br)s1)n1cccn1
-1.3%	-1%	Cc1ccc(-c2nn[nH]n2)cc1
-7.0%	-5%	CN1C(=O)c2c(sc3c2CC(C)(C)SC3)N2CCN=C12
-1.2%&-2.7%	-5%&2%	N#Cc1c2n(c3c(=O)n(CC(=O)c4ccc(Br)cc4)cnc13)CCCC2
-4.1%	-10%	CCn1c(SCc2cccnc2)nc2c1c(=O)n(C)c(=O)n2C
3.1%	-10%	O=C(CSc1nnc(-c2ccccc2)n1Cc1ccccc1)NC1CC1
2.3%	2%	Cc1ccccc1CNC(=O)CSc1ccc(Cl)cc1
18%	.	COc1ccc(CNC(=O)CCOc2ccc(C(C)(C)C)cc2)cc1
0.0%	3%	COC(=O)CCN1C(=O)/C(=C/c2ccc(OCc3ccc(Cl)cc3)c(OC)c2)SC1=S
2.3%	-9%	CN(C)CCCN1C(=O)C(=O)/C(=C(/O)c2ccc3c(c2)OCO3)C1c1ccco1 (stereo not drawn)
-2.0%	4%	Cn1c(=O)c2cc(S(=O)(=O)NCCC(=O)NCC3CCCO3)ccc2n(C)c1=O (stereo not drawn)
.	-9%	Cc1ccc(-c2noc(CCC(=O)NCCN3CCc4ccccc4C3)n2)cc1
-0.5%	-1%	Cc1ccc(-c2nc(N/N=C/c3ccccc3)c3ccccc3n2)cc1
3.4%	-12%	COc1ccc(C2C3C(=O)N(Cc4ccccc4)C(=O)C3ON2c2ccccc2)c(OC)c1OC (stereo not drawn)
2.4%	3%	Cc1ccc(C(=O)NC(Nc2ccccc2C(F)(F)F)C(Cl)(Cl)Cl)cc1 (stereo not drawn)
0.0%	6%	CC(C)OC(=O)c1c(-c2ccc(C(C)C)cc2)csc1N
-1.0%	0%	CC1CC(C(F)(F)F)n2ncnc2N1 (stereo not drawn)
-0.3%	-7%	O=c1[nH]c2cc3c(cc2cc1CN(CC1CCCO1)S(=O)(=O)c1ccccc1)OCCO3 (stereo not drawn)
0.4%	-7%	CCOC(=O)C1C(=O)NC(N2CCCCC2)=NC1c1ccccc1 (stereo not drawn)
1.9%	0%	O=C(NN1C(=O)/C(=C/c2ccccc2)SC1=S)c1ccccc1Br
5.8%	-1%	Cc1ccc(NCc2nnc(SCC(=O)N3CCCc4ccccc43)o2)c(C)c1
71%	0%	COc1ccccc1N=Cc1c(O)c(Br)cc2oc3c(c12)CCCC3
-1.3%	4%	CN1CCN(CC(=O)n2c3ccccc3c3ccccc32)CC1

Sorted by number of heavy atoms (highest first): part of the list above
Hsp70 displacement	Rat MKP-3 inhibitors	molecule
1.8%	-4%	COCCn1c(SCc2ccc(C(=O)OC)o2)nnc1-c1c[nH]c2ccccc12
1.2%	-3%	Cc1cc(C)n2nc3nc(N4CCCCC4)nc(-c4ccco4)c3c2n1
3.3%	7%	O=S(=O)(c1ccc(Br)s1)n1cccn1

(cont.)
Hsp70 displacement	Rat MKP-3 inhibitors	molecule
3.8%	0%	O=C(c1ccc(Cl)cc1)N1N=C(c2ccc(Cl)cc2)CC1(O)C(F)(F)F (stereo not drawn)
2.5%	-14%	COC(=O)CSc1nc(NCC(C)C)nc(N2CCOCC2)n1
-3.0%	6%	COc1ccc(C(=O)Nc2ccc3nn(-c4ccc(F)cc4)nc3c2)cc1Br
6.9%	-9%	O=C(O)CCCC(=O)Nc1ccccc1C(=O)N1CCCC1
-2.6%	2%	COC(=O)c1c(C)oc2ccc(OCc3ccccc3F)cc12
-1.2%	-6%	COc1ccc(-c2oc3ncnc(NCCN4CCOCC4)c3c2-c2ccc(OC)cc2)cc1
-0.4%	4%	CC(C)(C)c1ccc(OCCOc2ccc(Cl)cc2/C=N/n2cnnc2)cc1
-2.7%	5%	O=C(NCCN1CCOCC1)c1cc(-c2ccc(Cl)cc2)nc2ccccc12
7.6%	-5%	Cc1ccc(S(=O)(=O)CC2CSc3nc(N)cc(=O)n32)cc1 (stereo not drawn)
8.0%	.	Cc1noc(C)c1C(=O)NCCc1ccccc1
7.3%	0%	COc1ccc(C(=O)Nc2nc(C)c(C(C)=O)s2)cc1
3.9%	.	C=CCNS(=O)(=O)CC12CCC(CC1=O)C2(C)C (stereo not drawn)
0.0%	1%	O=[N+]([O-])c1cccc(S(=O)(=O)NCc2ccc3c(c2)OCO3)c1
-0.2%	4%	Cc1ccccc1CN1CCN(C2CCCC2)CC1
5.0%	1%	COc1cccc(OC)c1NC(=O)C1CCCN1C(=O)NCc1ccccc1 (stereo not drawn)
0.7%	-7%	Oc1ccc2ccccc2c1/C=N/Nc1ncc(Br)cn1
1.7%	4%	CC(=O)c1ccc(Oc2cc(-c3ccccc3)nc(C)n2)cc1
1.4%	6%	CC(NC(=O)CSc1ccccn1)c1ccccc1 (stereo not drawn)
-8.7%	0%	CCN(CC)c1ccc(/C=N/NC(=O)c2nonc2N)c(OCc2ccc(Cl)cc2)c1
-0.1%	0%	c1ccc(-n2nnnc2SCc2nn[nH]n2)cc1
-2.1%	.	O=C(CCCN1C(=O)c2ccccc2C1=O)Nc1ccc(S(=O)(=O)N2CCCCC2)cc1
-5.1%	1%	Cc1ccc(N2CCN(CC3CC=CCC3)CC2)cc1 (stereo not drawn)
-0.4%	-2%	COc1cc(/C=C2/C(=O)NN(c3ccc(Cl)cc3)C2=O)cc(Br)c1O
1.4%	-4%	CCn1c(SCC(=O)N2CCOCC2)nc2sc3c(c2c1=O)CCCC3
0.5%	0%	Cc1nn(-c2ccccn2)c2nc(-c3cccs3)cc(C(=O)N3CCOCC3)c12
-2.9%	3%	O=C(Nc1cccc(F)c1)[C@H]1CC=CC[C@H]1C(=O)O
-3.5%	.	CNC(=O)c1ccc(Nc2nnc(C)c3ccccc23)cc1
-4.5%	1%	COc1ccc(Cl)c(NC(=O)NCCN2CCN(c3ccccc3)CC2)c1
3.2%	7%	CC(C)c1ccc(OCCN2CCOCC2)cc1
-3.8%	-13%	CC(C)(C)c1cc(CN2CCN(CCC#N)CC2)cc(C(C)(C)C)c1O

An excerpt of these results, with each value named.
O=C(Nc1cccc(F)c1)[C@H]1CC=CC[C@H]1C(=O)O
  Hsp70 displacement = -2.9%
  Rat MKP-3 inhibitors = 3%

O=C(O)CCCC(=O)Nc1ccccc1C(=O)N1CCCC1
  Hsp70 displacement = 6.9%
  Rat MKP-3 inhibitors = -9%

C=CCNS(=O)(=O)CC12CCC(CC1=O)C2(C)C (stereo not drawn)
  Hsp70 displacement = 3.9%
  Rat MKP-3 inhibitors = .

COc1cc(/C=C2/C(=O)NN(c3ccc(Cl)cc3)C2=O)cc(Br)c1O
  Hsp70 displacement = -0.4%
  Rat MKP-3 inhibitors = -2%

(more compounds)
Hsp70 displacement	Rat MKP-3 inhibitors	molecule
4.1%	0%	Cc1ccc(N=Cc2c(C)nn(-c3ccccc3)c2Sc2ccc(C)cc2)cc1
5.0%	3%	O=C(CN1C(=O)CSC1=O)Nc1ccccc1F
-1.8%	1%	COc1ccc(CN2C(=O)C3C(c4ccc(Cl)cc4)OC4(C(=O)c5ccccc5C4=O)C3C2=O)cc1 (stereo not drawn)
-1.0%	0%	Cc1ccc(C)c(C(=O)CN2C3=NCCN3c3ccccc32)c1
-1.6%	-4%	O=C(Nc1ccc(NC(=O)C2CC2)nc1)c1cccnc1
7.8%	1%	O=C(c1cc2nc(-c3ccccc3)cc(-c3ccccc3)n2n1)N1CCOCC1
5.3%	2%	CC1=NN(C(=O)c2ccncc2)C(O)(c2cccnc2)C1 (stereo not drawn)
-5.3%	-8%	Cc1nc2ccc(-c3ccccc3)cc2o1
-0.8%	1%	COc1ccc(C2Nc3ccccc3C(=O)N2c2ccccc2)cc1CN1C(=O)c2ccccc2C1=O (stereo not drawn)
3.9%	3%	O=C(O)C1C(C(=O)Nc2ccc(I)cc2)C2C=CC1C21CC1 (stereo not drawn)
-0.6%	9%	O=S(=O)(c1ccc(NC(=S)Nc2ccccc2)cc1)N1CCc2ccccc21
0.7%	.	COc1ccc(-n2c(-c3ccc(F)cc3)cnc2SCC(=O)NCc2ccco2)cc1
-0.6%	5%	Cc1cc(/C=N/NC(N)=S)c(C)n1-c1ccc(N(C)C)cc1
-4.5%&-0.4%	12%&1%	Cc1ccc(S(=O)(=O)/N=C/c2ccco2)cc1
2.1%	3%	Nc1c(N2CCN(c3ccccc3)CC2)c2ccccc2oc1=O
0.4%	5%	COc1ccc(NC(=O)CSc2nc(NS(=O)(=O)c3ccccc3)cc(=O)[nH]2)cc1
4.9%	2%	Cc1ccc2c(c1)NC(C)(C)c1sn(Cc3ccc(Cl)cc3)c(=S)c1-2
4.6%	-2%	O=C(Nc1ccc(Cl)c(C(F)(F)F)c1)c1ccccc1I
1.0%	-8%	COc1ccccc1-n1c2c(cc(C(=O)N3CCC(C)CC3)c1=O)C(=O)CC(C)(C)C2
-2.6%	.	Cc1ccc(C2=N/C(=C\c3cccs3)C(=O)N2Nc2ccccc2)cc1
-1.7%	.	CC(C)NC(=O)CCCOc1ccc(Cl)cc1Cl
0.2%	-5%	Cc1ccc(Cl)cc1N(CC(=O)NC1CCCCC1)S(C)(=O)=O
-1.8%	4%	O=C(Nc1ccccc1)N1CCN(c2nc3ccccc3s2)CC1
2.8%	5%	CCOc1ccc2cc(C=O)c(=O)[nH]c2c1
-2.6%	.	CC(C)N1CC(C(=O)Nc2ccccc2)CC1=O (stereo not drawn)
-2.7%	-1%	C=CCn1c(N)c(-c2nc3ccccc3n2C)sc1=S
-2.2%	5%	O=C(O)CCCCCN1C(=O)C(=O)/C(=C(/O)c2ccc(F)cc2)C1c1cccc(F)c1 (stereo not drawn)
-4.7%	2%	O=[N+]([O-])c1ccc(S(=O)(=O)Nc2ccc3c(c2)OCCO3)cc1
2.8%	-3%	C=CCc1ccccc1OCCOc1c(Br)cc(/C=c2\sc3nc4ccccc4n3c2=O)cc1OC
0.2%	-13%	C#CCSc1nnc(-c2c[nH]c3ccccc23)n1C

Complete entries, quoted from the list.
`COc1ccc(CN2C(=O)C3C(c4ccc(Cl)cc4)OC4(C(=O)c5ccccc5C4=O)C3C2=O)cc1` (stereo not drawn) across the screens: Hsp70 displacement = -1.8%; Rat MKP-3 inhibitors = 1%
`COC(=O)c1c(C)oc2ccc(OCc3ccccc3F)cc12` across the screens: Hsp70 displacement = -2.6%; Rat MKP-3 inhibitors = 2%

More records follow.
Hsp70 displacement	Rat MKP-3 inhibitors	molecule
-1.2%&-0.8%	1%	CCCOc1ccc(C(C)=O)cc1CC(C(N)=O)C(N)=O
-0.6%	-1%	Cc1ccc(S(=O)(=O)N(C)c2cccc3cccnc23)cc1
0.6%&-0.8%	-3%	COc1ccc(C(=O)N2CCN(C3CCN(Cc4ccccc4)CC3)CC2)cc1OC
-4.9%	-7%	COc1ccc2c(c1)SC1=NCCS(=O)(=O)N12
-0.1%	-7%	Cc1onc(COc2ccccc2O)c1Br
1.9%	.	O=C(CCc1ccccc1)Nc1ccc(N2CCOCC2)c(Cl)c1
-3.2%	6%	CC(C)OC(=O)COc1ccc2c3c(c(=O)oc2c1)CCC3
3.1%	1%	CC(C)N(CCNC(=O)c1cn(C)c2ccc(S(=O)(=O)N(C)C)cc2c1=O)Cc1ccccc1
-1.9%	-5%	CCOc1ccc(-c2nnc(-c3ccco3)o2)cc1OCC
-0.5%	-4%	Cn1c(OCc2cccnc2)nc2c1c(=O)n(Cc1ccc(Cl)cc1)c(=O)n2C
-0.2%	0%	O=c1cnnc(N/N=C/c2ccc([N+](=O)[O-])cc2)[nH]1
-0.9%	.	COc1cc(C(=O)OCC(=O)Nc2cc(C)on2)cc(OC)c1OC
-0.3%	6%	CCN1C(=O)C2C(c3ccc(O)c(OC)c3)NC(C)(C(=O)OC)C2C1=O (stereo not drawn)
5.2%	-6%	O=C(CN1CCN(c2ncccn2)CC1)Nc1ccccc1-n1cccc1
-6.1%	2%	COc1cc(/C=C2\C(=O)NC(=O)N(c3ccc(Cl)cc3)C2=O)ccc1OCc1ccc(C(=O)O)cc1
-2.5%	4%	CCOc1cc(C(=O)Nc2cc(C)ccn2)cc(OCC)c1OCC
-1.8%	5%	COc1cc2c(cc1NC(=O)Cc1ccc(Cl)cc1)oc1ccccc12
-4.7%	3%	CC(C)Oc1ccccc1NC(=O)c1ccccc1SCc1ccc(F)cc1
-0.5%	-3%	CN(C)C(=O)c1ccc(NC(=O)c2cccnc2)cc1
2.3%	-1%	O=C1C=C(Nc2ccccc2C(=O)O)CC(c2ccccc2)C1 (stereo not drawn)
8.5%	-5%	Cc1ccc(C)c(/C(O)=C2/C(=O)C(=O)N(CCN3CCOCC3)C2c2ccco2)c1 (stereo not drawn)
3.6%	-3%	Cc1cc(Nc2ccc(N)c(C)c2)ccc1N
-1.7%	-11%	CCOc1ccc2nc(N3CCCCCC3)sc2c1
-2.8%	-14%	Cc1c(N2C(=O)c3ccccc3C2=O)c(=O)n(-c2ccccc2)n1C
3.6%	2%	COc1ccc(NS(=O)(=O)c2ccc(NC(=S)NC(=O)c3sc4cc(F)ccc4c3Cl)cc2)nn1
3.0%	2%	Cc1ccc(-n2c(C)cc(/C=N/NC(=O)c3ccc(CN4CCOCC4)cc3)c2C)cc1

Some of the compounds tested, so the mix of outcomes need not match the whole.
